MazEF act: activators of E. coli MazEF toxin-antitoxin RNase, primary screen, biochemical, fluorescence, uHTS; activation, % at 20 µM; actives 0.32% (n = 350,000); Endoribonuclease toxin MazF (Escherichia coli (strain K12)), P0AE70; FAM/BHQ RNA-DNA oligo cleavage fluorescence, 5 h; in the data active = activation above about 50%
Target sequence (P0AE70 whole entry, looked up): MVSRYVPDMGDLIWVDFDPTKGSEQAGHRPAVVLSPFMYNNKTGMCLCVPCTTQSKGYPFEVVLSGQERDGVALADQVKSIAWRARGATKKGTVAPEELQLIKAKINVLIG
BioA inh: M. tuberculosis BioA enzyme inhibitors, primary screen, biochemical, plate reader, single point, HTS | 7,8-diaminopelargonic acid synthase BioA (Mycobacterium tuberculosis) | purified M. tuberculosis BioA enzyme | inhibition, % at 9.99 µM | actives 0.096% (n = 360,000) | AID 602481, 2012; in the data active = inhibition above about 40%; inconclusive = no clear call, values can overlap the other calls
Mtb FBA inh: Mtb FBA enzyme inhibitors, primary screen, biochemical, fluorescence, strain H37Rv; Fructose-bisphosphate aldolase (Mycobacterium tuberculosis (strain ATCC 25618 / H37Rv)), …; purified M. tuberculosis FBA, fluorescence read-out; inhibition, % at 1 µM; actives 2.3% (n = 360,000); AID 588726, 2011; in the data active = inhibition above about 27%;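 note: 0% = vehicle and 100% = reference inhibitor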
Target sequence (P9WQA3 whole entry, looked up): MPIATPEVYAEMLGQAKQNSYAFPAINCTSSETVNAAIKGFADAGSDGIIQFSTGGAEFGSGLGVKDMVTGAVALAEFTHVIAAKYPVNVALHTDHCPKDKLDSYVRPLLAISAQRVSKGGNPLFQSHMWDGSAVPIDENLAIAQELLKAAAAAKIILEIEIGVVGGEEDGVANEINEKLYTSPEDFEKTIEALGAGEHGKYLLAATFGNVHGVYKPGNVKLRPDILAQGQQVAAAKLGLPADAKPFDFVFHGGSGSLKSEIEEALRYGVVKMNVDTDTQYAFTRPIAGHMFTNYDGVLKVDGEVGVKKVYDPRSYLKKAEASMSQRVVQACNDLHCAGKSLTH
Rv3671c inh: Rv3671c serine protease inhibitors, primary screen, biochemical, fluorescence polarization, M. tuberculosis H37Rv | P9WHR9 | actives 0.048% (n = 320,000) | AID 2606, 2010 | inhibition, % at 5.96 µM; in the data active = inhibition above about 38%;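 note: extracellular domain of Rv3671c used as enzyme; 0% = enzyme with DMSO and 100% = no enzyme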
Target sequence (P9WHR9 whole entry, looked up, the tested form may be a part): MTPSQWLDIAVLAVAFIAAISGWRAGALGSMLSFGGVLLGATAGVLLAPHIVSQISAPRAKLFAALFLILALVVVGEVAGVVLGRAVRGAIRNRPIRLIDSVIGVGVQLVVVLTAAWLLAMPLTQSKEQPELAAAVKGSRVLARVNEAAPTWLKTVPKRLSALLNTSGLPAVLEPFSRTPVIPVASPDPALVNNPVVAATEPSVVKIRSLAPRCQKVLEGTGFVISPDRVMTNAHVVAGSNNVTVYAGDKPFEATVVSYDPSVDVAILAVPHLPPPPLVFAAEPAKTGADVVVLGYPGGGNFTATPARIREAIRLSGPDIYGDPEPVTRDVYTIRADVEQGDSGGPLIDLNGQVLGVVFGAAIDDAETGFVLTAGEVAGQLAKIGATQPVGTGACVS
UGM FP inh: M. tuberculosis UGM enzyme inhibitors, primary screen, biochemical, fluorescence polarization, single point. UDP-galactopyranose mutase (Mycobacterium tuberculosis (strain ATCC 25618 / H37Rv)), …. purified UGM, fluorescence polarization probe displacement. inhibition, % at 10 µM. actives 0.06% (n = 320,000); in the data active = inhibition above about 10%, passing the limit was not always enough; inconclusive = no clear call, values can overlap the other calls
PrPC surface inh: inhibitors of human cell surface prion protein PrPC, primary screen, cell-based, TR-FRET | actives 0.43% (n = 370,000) | AID 720596, 2013 | TR-FRET read-out | inhibition, % at 13.8 µM | Major prion protein (Homo sapiens), P04156; in the data active = inhibition above about 24%; note: 0% = median of the test wells and 100% = reference compound wells
BoNT F protease: BoNT/F light chain protease inhibitors, primary screen, biochemical, flow cytometry, MLPCN library | Multiplex microsphere protease cleavage assay | inhibition, % at 10 µM | actives 0.22% (n = 360,000); in the data active = inhibition above about 35%, passing the limit was not always enough; inconclusive = no clear call, values can overlap the other calls; note: plate controls were buffer without enzyme for full effect and enzyme alone for no effect
FadD28 FP inh: inhibitors of FadD28 bisubstrate probe binding, primary screen, biochemical, fluorescence polarization, single point; Mycobacterium tuberculosis FadD28 fatty-acid-AMP ligase; inhibition, % at 12.5 µM; actives 0.22% (n = 360,000); in the data active = inhibition above about 8.5%, passing the limit was not always enough; inconclusive = no clear call, values can overlap the other calls
GDH-TPI counter: GDH-TPI coupling enzyme inhibitors, primary screen, artefact control for M. tuberculosis FBA inhibitor project, biochemical, absorbance, full deck. actives 1.2% (n = 360,000). AID 588335, 2011. GDH-TPI coupled enzyme counterscreen, NADH absorbance. inhibition, % at 4.8 µM; in the data active = inhibition above about 30%;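 note: 0% = DMSO wells and 100% = wells lacking the enzyme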
* = called active by the depositor; & = joins results of further samples.

Screening N/C(=N\OC(=O)COc1ccccc1)c1ccncc1 returned MazEF act 5, Mtb FBA inh -1, Rv3671c inh 4, UGM FP inh -0.3, PrPC surface inh 2, BoNT F protease inconclusive, FadD28 FP inh -0.9 and GDH-TPI counter 0.
For Cc1c(S(=O)(=O)c2ccccn2)c(N)n(Cc2ccccc2)c1C the results were MazEF act -7, BioA inh 0.2, Mtb FBA inh 0, Rv3671c inh -1, UGM FP inh -0.1, PrPC surface inh 3, FadD28 FP inh 0.0 and GDH-TPI counter 11.
For COCCCNC(=O)CCNS(=O)(=O)c1ccc(C)cc1 the results were MazEF act -1, BioA inh -2.1, Mtb FBA inh 5, Rv3671c inh 2, UGM FP inh -4.9, PrPC surface inh -2, BoNT F protease -5, FadD28 FP inh 1.4 and GDH-TPI counter 17.
CC(NC(=S)Nc1ccccc1)C1COc2ccccc2O1 (stereo unspecified) was read as MazEF act 0, Mtb FBA inh -2, Rv3671c inh -2, UGM FP inh 1.3, PrPC surface inh 14, BoNT F protease -1, FadD28 FP inh -12 and GDH-TPI counter 2.
Fc1ccc(CSc2nnc(CN3CCOCC3)n2-c2ccccc2)c(Cl)c1 was read as MazEF act -10, BioA inh 2.1, Mtb FBA inh 4, Rv3671c inh 9, UGM FP inh -1.6, PrPC surface inh 4, BoNT F protease -4, FadD28 FP inh -3.4 and GDH-TPI counter -14.
`CCOC(=O)N1CCN(C(=O)C2CCN(S(=O)(=O)CC)CC2)CC1` gave MazEF act -1, BioA inh -2.0, Mtb FBA inh -2, Rv3671c inh -2, UGM FP inh -0.6, PrPC surface inh 3, BoNT F protease 4, FadD28 FP inh 1.1 and GDH-TPI counter 4.
For COC(=O)c1ccc(/C=C(\C#N)c2nc3ccccc3s2)cc1 the results were MazEF act 9, Mtb FBA inh -1, Rv3671c inh -7, UGM FP inh -0.6, PrPC surface inh -1, BoNT F protease -4, FadD28 FP inh 1.5 and GDH-TPI counter 16.
Cc1cccc(C(=Cc2ccc([N+](=O)[O-])cc2)C(=O)O)c1 was read as MazEF act -3, BioA inh -0.2, Mtb FBA inh -4, PrPC surface inh -16, BoNT F protease -4, FadD28 FP inh 1.1 and GDH-TPI counter 21.
`CCn1cc(C(=O)NCc2cccnc2)c2cc(OC)c(OC)cc2c1=O` gave MazEF act 3, BioA inh 3.7, Mtb FBA inh 1, Rv3671c inh -13, UGM FP inh -2.6, PrPC surface inh 6, BoNT F protease -2, FadD28 FP inh 0.3 and GDH-TPI counter 13.
`NC(=O)c1cc2cc(Cl)ccc2o/c1=N/NC(=O)c1cccs1` gave MazEF act 6, BioA inh -2.3, Mtb FBA inh -1, Rv3671c inh 0, UGM FP inh 2.2, PrPC surface inh -2, BoNT F protease -4, FadD28 FP inh -3.7 and GDH-TPI counter 4.
CN(C)C(=O)/C(=C\c1cccc(Oc2ccccc2)c1)NC(=O)c1ccccc1 was read as MazEF act -4, BioA inh 7.9, Mtb FBA inh 1, Rv3671c inh -1, UGM FP inh 5.6, PrPC surface inh -1, BoNT F protease 5, FadD28 FP inh -5.1 and GDH-TPI counter -7.
Screening C(=C\n1nnc2ccccc21)/c1ccc[nH]1 returned MazEF act 3, BioA inh -1.6, Mtb FBA inh 3, Rv3671c inh -5, UGM FP inh -0.8, PrPC surface inh -2, BoNT F protease -9, FadD28 FP inh 0.1 and GDH-TPI counter 8.
C=CCc1ccccc1OCCn1ccnc1 was read as MazEF act 2, BioA inh -0.1, Mtb FBA inh -1, Rv3671c inh -1, UGM FP inh 0.5, PrPC surface inh -4, BoNT F protease -8, FadD28 FP inh 0.7 and GDH-TPI counter -3.
`Cc1ccc(S(=O)(=O)/N=c2\scc(C)n2C)cc1` gave MazEF act 6, BioA inh -1.1, Mtb FBA inh 5, Rv3671c inh 1, UGM FP inh -0.5, PrPC surface inh 2, BoNT F protease -4, FadD28 FP inh -1.8 and GDH-TPI counter 8.
`CC(C)N(C(=S)Nc1cccnc1)c1ccccc1` gave MazEF act 1, BioA inh -0.1, Mtb FBA inh -3, Rv3671c inh 0, UGM FP inh -0.8, PrPC surface inh 6, BoNT F protease -4, FadD28 FP inh -3.1 and GDH-TPI counter 7.
Screening COC(=O)/C(=C\C(=O)c1ccc([N+](=O)[O-])cc1)Nc1ccc(OC)cc1 returned MazEF act 1, BioA inh -0.5, Mtb FBA inh -1, Rv3671c inh 0, UGM FP inh 0.6, PrPC surface inh -8, BoNT F protease 7, FadD28 FP inh -1.6 and GDH-TPI counter 6.
For OC(COCc1ccc(Cl)cc1)CN1CC=C(c2ccccc2)CC1 (stereo unspecified) the results were MazEF act -13&1, BioA inh 2.3&3.7, Mtb FBA inh 1&2, Rv3671c inh 12, UGM FP inh 0.3, PrPC surface inh -2&-3, BoNT F protease -2&4, FadD28 FP inh -3.5&-1.1 and GDH-TPI counter 5&0.
Cc1ccc(CC2CC(=O)N(c3nc4ccccc4n3C)C2=O)cc1 (stereo unspecified) was read as MazEF act -3, Mtb FBA inh 10, Rv3671c inh 4, UGM FP inh -0.3, PrPC surface inh 3, BoNT F protease -3, FadD28 FP inh -3.1 and GDH-TPI counter -7.
Cc1nnc(SCC2=C(C(=O)O)N3C(=O)C(NC(=O)Cn4ncc(Cl)c4C)C3SC2)s1 (stereo unspecified) was read as MazEF act 6, Mtb FBA inh 1, Rv3671c inh 2, UGM FP inh -2.1, PrPC surface inh -11, BoNT F protease -6, FadD28 FP inh -3.1 and GDH-TPI counter -5.
`CCc1cccc(OCC(=O)Nc2ccc(S(=O)(=O)Nc3onc(C)c3C)cc2)c1` gave MazEF act 9, BioA inh -0.1, Mtb FBA inh 1, Rv3671c inh 3, UGM FP inh 1.7, PrPC surface inh -3, BoNT F protease 2, FadD28 FP inh 1.3 and GDH-TPI counter 7.

3 compounds from above, ordered by SMILES length, lowest first.
For OC(COCc1ccc(Cl)cc1)CN1CC=C(c2ccccc2)CC1 (stereo unspecified) the results were MazEF act -13&1, BioA inh 2.3&3.7, Mtb FBA inh 1&2, Rv3671c inh 12, UGM FP inh 0.3, PrPC surface inh -2&-3, BoNT F protease -2&4, FadD28 FP inh -3.5&-1.1 and GDH-TPI counter 5&0.
Screening COC(=O)/C(=C\C(=O)c1ccc([N+](=O)[O-])cc1)Nc1ccc(OC)cc1 returned MazEF act 1, BioA inh -0.5, Mtb FBA inh -1, Rv3671c inh 0, UGM FP inh 0.6, PrPC surface inh -8, BoNT F protease 7, FadD28 FP inh -1.6 and GDH-TPI counter 6.
Cc1nnc(SCC2=C(C(=O)O)N3C(=O)C(NC(=O)Cn4ncc(Cl)c4C)C3SC2)s1 (stereo unspecified) was read as MazEF act 6, Mtb FBA inh 1, Rv3671c inh 2, UGM FP inh -2.1, PrPC surface inh -11, BoNT F protease -6, FadD28 FP inh -3.1 and GDH-TPI counter -5.

Further entries follow:
For COc1cccc(NC(=O)c2nn(C)cc2Br)c1 the results were MazEF act 11, Mtb FBA inh -2, Rv3671c inh -4, UGM FP inh 3.1, PrPC surface inh 0, BoNT F protease -2, FadD28 FP inh -2.8 and GDH-TPI counter -3.
O=C(COC(=O)CC1CCCC1)Nc1cccc(F)c1 was read as MazEF act -1, BioA inh 4.1, Mtb FBA inh 2, Rv3671c inh -2, UGM FP inh 0.0, PrPC surface inh 5, BoNT F protease 1 and GDH-TPI counter 9.
For CCOc1ccc(N2CC(C(=O)Nc3nnc(SCCOC)s3)CC2=O)cc1 (stereo unspecified) the results were MazEF act 7, BioA inh -2.0, Mtb FBA inh -9, Rv3671c inh -6, UGM FP inh -1.1, PrPC surface inh -6, BoNT F protease 5, FadD28 FP inh 2.4 and GDH-TPI counter -3.
For CC(C)(C)[C@H]1COC(=O)[C@H](NC(=O)OCC2c3ccccc3-c3ccccc32)C/C=C\C[C@@H](CC(=O)N[C@@H](CO)Cc2ccccc2)C(=O)N1 the results were MazEF act 9, BioA inh 0.5, Mtb FBA inh 3, Rv3671c inh 1, UGM FP inh -2.7, PrPC surface inh 6, BoNT F protease -3, FadD28 FP inh -3.0 and GDH-TPI counter 1.
CCc1nc2ccccc2n1CCC(=O)O was read as MazEF act 5, BioA inh -2.3, Mtb FBA inh 1, Rv3671c inh -4, UGM FP inh 1.9, PrPC surface inh -3, BoNT F protease -7, FadD28 FP inh 0.8 and GDH-TPI counter 9.
Screening CC(=O)NCCNC(=O)c1ccc(Cn2c(=O)[nH]c3ccsc3c2=O)cc1 returned MazEF act -8, BioA inh -0.6, Mtb FBA inh 0, UGM FP inh -2.6, PrPC surface inh 8, BoNT F protease 1, FadD28 FP inh -1.7 and GDH-TPI counter -1.
Screening CC(=O)c1cn(CC(=O)Nc2ccccc2)c2ccccc12 returned MazEF act 6, Mtb FBA inh 4, Rv3671c inh 0, UGM FP inh -1.4, PrPC surface inh 4, BoNT F protease 3, FadD28 FP inh 0.2 and GDH-TPI counter 11.
`COc1ccccc1OCC(=O)NCC(c1cccs1)N1CCOCC1` (stereo unspecified) gave MazEF act 5, BioA inh -1.8, Mtb FBA inh -1, Rv3671c inh -4, UGM FP inh 1.8, PrPC surface inh 2, BoNT F protease -2, FadD28 FP inh -2.0 and GDH-TPI counter -5.
For CN1C(=O)/C(=C\c2ccco2)N=C1c1ccc(Cl)cc1Cl the results were MazEF act 4, Mtb FBA inh -2, Rv3671c inh 5, UGM FP inh -4.3, PrPC surface inh -1, BoNT F protease -20, FadD28 FP inh 0.3 and GDH-TPI counter 10.
Screening COc1cc(/C=C/c2ccccc2)cc(OC)c1 returned MazEF act 3, BioA inh -1.0, Mtb FBA inh 23, PrPC surface inh -2, BoNT F protease 18, FadD28 FP inh -4.2 and GDH-TPI counter -2.
`COc1ccccc1-c1coc2c(CN3CCCCC3C)c(O)ccc2c1=O` (stereo unspecified) gave MazEF act -2, BioA inh 0.5, Mtb FBA inh 135*, Rv3671c inh -2, UGM FP inh -0.5, PrPC surface inh -1, BoNT F protease 8, FadD28 FP inh -5.9 and GDH-TPI counter 30.
`Cc1cc(N)nc(SCC(=O)N2C(C)CCCC2C)n1` (stereo unspecified) gave MazEF act 5, BioA inh 0.5, Mtb FBA inh 0, Rv3671c inh 2, UGM FP inh 4.0, PrPC surface inh -3, BoNT F protease 2, FadD28 FP inh -2.1 and GDH-TPI counter -4.
`CCCN1CCc2c(sc(NC(=O)Cc3ccc(F)cc3)c2C(N)=O)C1` gave MazEF act 7, BioA inh 7.5, Mtb FBA inh 2, Rv3671c inh 9, UGM FP inh -0.4, PrPC surface inh -9, BoNT F protease 2, FadD28 FP inh -2.0 and GDH-TPI counter 3.
Cc1cc(C)nc(SCc2ccc(C(=O)N/N=C/c3cccc(O)c3O)cc2)n1 was read as MazEF act 11, Mtb FBA inh -3, Rv3671c inh -7, UGM FP inh 1.0, PrPC surface inh 6, BoNT F protease -5, FadD28 FP inh -7.8 and GDH-TPI counter 8.
Screening COc1ccccc1Sc1ccccc1/C=N/NC(N)=O returned MazEF act 4, Mtb FBA inh -1, Rv3671c inh 4, UGM FP inh 0.2, PrPC surface inh -7, BoNT F protease -7, FadD28 FP inh -3.0 and GDH-TPI counter 6.
Screening COc1ccccc1Nc1nc(NCCC(C)C)nc(N)c1[N+](=O)[O-] returned MazEF act 5, BioA inh -2.1, Mtb FBA inh -4, Rv3671c inh 0, UGM FP inh -1.7, PrPC surface inh -2, BoNT F protease -6, FadD28 FP inh -2.2 and GDH-TPI counter -5.
`COCC1CCN(C(=O)c2cc(COc3cccc4cnccc34)on2)CC1` gave MazEF act 7, BioA inh 0.3, Mtb FBA inh 20, Rv3671c inh 4, UGM FP inh 1.2, PrPC surface inh -1, BoNT F protease -2, FadD28 FP inh -1.6 and GDH-TPI counter 8.

Assay outcomes deposited in PubChem by several laboratories.

No enrichment for hits, and some 4.8% of all compounds hit somewhere here.
